Source: PubChem BioAssay
hgDAF12 agonist = hgDAF-12 agonism, primary luciferase screen; actives 1.8% (n = 370,000); HEK293 GAL4-hgDAF12 UAS-luciferase reporter, agonist luminescence; normalized to butyrate control; activation, % at 6.8 µM;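 active = activation above a cutoff set at the mean of all screened compounds plus 3 SD, cut at about 10% in these data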;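 also: 0% = DMSO wells and 100% = sodium butyrate wells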
hcDAF12 agonist = activates DAF-12 receptor from parasite H. contortus; HEK293 hcDAF-12 lit1-tk-luc reporter, luminescence; 0% DMSO, 100% Δ7-dafachronic acid; activation, % at 6.8 µM; actives 1.4% (n = 370,000); AID 652067;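 active = activation above the mean of all tested compounds plus 3 SD, cut at about 5.5% in these data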;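 also: 100% = response to 3 µM Δ7-dafachronic acid high control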
DAX1 inh-1 = blocks DAX1 repression of SF-1 activated StAR promoter; HEK293T StAR-luciferase reporter, SF-1/DAX-1 repression relief; inhibition, % at 6.8 µM; actives 1.1% (n = 370,000); AID 652010;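 active = inhibition above the mean over all tested compounds plus 3 SD, cut at about 3.6% in these data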;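 also: 0% = DAX-1 cells with DMSO and 100% = cells lacking DAX-1 with DMSO; higher inhibition means more luminescence from relief of DAX-1 repression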
ssDAF12 agonist = activates DAF-12 receptor from parasite S. stercoralis. HEK293 ssDAF-12/GRIP1 lit1-tk-luc reporter, luminescence; % of 3 µM dafachronic acid response. AID 652126. activation, % at 6.8 µM. actives 1% (n = 370,000);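 active = activation above the mean over all tested compounds plus 3 SD, cut at about 0.9% in these data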;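 also: 0% = DMSO-only wells and 100% = 3 µM delta7-dafachronic acid wells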
ADAM10 inh = inhibitors of human ADAM10 | recombinant ADAM10, EDANS/DABCYL FRET peptide cleavage, 3 h | inhibition, % at 7 µM | actives 0.62% (n = 370,000) | O14672;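 active = inhibition above a per-campaign cutoff equal to the mean of compounds falling between control-based bounds plus 3 SD, cut at about 20% in these data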;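 also: 0% = DMSO wells while the 100% control is not disclosed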
Target sequence (O14672 214-748 limits assumed): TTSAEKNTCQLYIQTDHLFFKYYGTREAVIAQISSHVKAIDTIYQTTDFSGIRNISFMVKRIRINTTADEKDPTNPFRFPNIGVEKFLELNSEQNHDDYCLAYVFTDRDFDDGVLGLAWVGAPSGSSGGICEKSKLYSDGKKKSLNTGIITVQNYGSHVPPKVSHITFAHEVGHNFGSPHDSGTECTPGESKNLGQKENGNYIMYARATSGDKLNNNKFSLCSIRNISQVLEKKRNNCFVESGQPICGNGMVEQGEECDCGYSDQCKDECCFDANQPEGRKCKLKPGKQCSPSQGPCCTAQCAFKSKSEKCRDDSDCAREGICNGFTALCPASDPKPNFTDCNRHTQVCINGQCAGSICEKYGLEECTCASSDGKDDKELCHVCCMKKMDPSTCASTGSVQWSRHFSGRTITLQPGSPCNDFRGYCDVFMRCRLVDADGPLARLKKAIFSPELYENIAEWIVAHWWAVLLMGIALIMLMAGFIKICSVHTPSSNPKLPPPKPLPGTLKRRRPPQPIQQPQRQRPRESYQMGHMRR
sPLA2-III inh = Blocks human group III sPLA2 activity. Q9NZ20. QFRET BODIPY PC-A2 liposome hydrolysis, fluorescence. inhibition, % at 12.2 µM. actives 0.56% (n = 370,000). AID 743126;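 active = inhibition above mean plus 3 SD of compounds lying within the high and low control bounds, cut at about 19% in these data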;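 also: 0% = median of test compound wells and 100% = no enzyme DMSO wells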
Target sequence (Q9NZ20 whole entry, looked up): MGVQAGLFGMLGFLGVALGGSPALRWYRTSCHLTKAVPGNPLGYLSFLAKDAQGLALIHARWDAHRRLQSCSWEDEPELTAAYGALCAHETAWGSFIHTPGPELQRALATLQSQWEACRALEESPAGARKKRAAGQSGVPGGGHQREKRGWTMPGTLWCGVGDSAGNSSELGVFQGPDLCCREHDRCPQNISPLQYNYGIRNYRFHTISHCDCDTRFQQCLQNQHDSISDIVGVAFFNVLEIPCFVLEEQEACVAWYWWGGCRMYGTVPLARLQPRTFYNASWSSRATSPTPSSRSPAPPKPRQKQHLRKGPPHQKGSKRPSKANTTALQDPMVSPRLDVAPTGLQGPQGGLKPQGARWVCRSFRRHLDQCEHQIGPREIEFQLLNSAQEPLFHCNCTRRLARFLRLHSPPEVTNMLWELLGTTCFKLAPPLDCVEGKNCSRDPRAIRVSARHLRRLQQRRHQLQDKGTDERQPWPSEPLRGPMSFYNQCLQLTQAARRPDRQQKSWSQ
PLC-gamma1 inh = PLC-gamma1 (human) inhibition, primary screen. purified PLC-gamma1, fluorogenic substrate, fluorescence. inhibition, % at 12.2 µM. actives 0.84% (n = 370,000). P19174; in the data active = inhibition above about 9.5%
FXN GAA850 act = increases GAA850 frataxin promoter reporter activity. HEK293 lucGAA850 FXN promoter luciferase reporter, 24 h; percent of 10 µM SAHA response. AID 540364. actives 0.56% (n = 360,000). activation, % at 6 µM;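 active = activation above the average of all compounds screened plus 3 SD, cutoff fixed separately per campaign, cut at about 7.5% in these data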;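 also: 0% = DMSO wells and 100% = 10 µM SAHA wells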
ADAM17 inh = inhibits human ADAM17. P78536. actives 0.83% (n = 370,000). inhibition, % at 6.95 µM. recombinant ADAM17, EDANS/DABCYL FRET peptide cleavage. AID 720648;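 active = inhibition above the mean of compounds lying between control limits plus 3 SD, set per campaign, cut at about 8.5% in these data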;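 also: 0% = DMSO-only wells as the low control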
PLCb3 inh = inhibitors of human phospholipase C beta3; Q01970; Purified PLC-beta3, fluorogenic substrate, fluorescence; inhibition, % at 12.2 µM; actives 0.18% (n = 370,000); AID 720704; in the data active = inhibition above about 11%;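 also: 0% = median of compound wells on plate and 100% = full blocker control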
DAX1 inh-2 = inhibits human nuclear receptor DAX1. AID 504766. inhibition, % at 6.75 µM. actives 0.99% (n = 340,000). HEK293 Gal4-DAX1 luciferase reporter, luminescence. P51843;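 active = inhibition above the mean over all tested compounds plus 3 SD, cut at about 4.2% in these data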;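 also: 0% = DAX1-transfected cells with DMSO and 100% = empty-vector control cells with DMSO; inhibition shows as a rise in luminescence from relieved DAX1 repression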
* marks the source's active call; other numbers are inactive results; i = inactive; . = no result given.

(1) COCCNC(=O)C1(C)CCN(C(=O)c2ccc3c(c2)C(C)(C)CCC3(C)C)C1 (stereo not given)
(2) CC(C)C[C@@H](CN)NC(=O)c1nc[nH]c1C(=O)N[C@@H](CC(=O)O)C(=O)CNC[C@H](C)NC(=O)c1nc[nH]c1C(=O)N[C@@H](CC(=O)O)C(=O)O
(3) COc1ccc(-n2c(C)c(C(=O)O)c3cc(OC)c4ccccc4c32)cc1
(4) NC(=O)C1CCN(C(=O)COc2ccc3ccccc3c2)CC1
(5) CCn1c(=O)c2c(nc(SCC(=O)Nc3ccccc3)n2C)n(C)c1=O
(6) O=c1c2ccccc2nc2c3ccccc3ncn12
(7) CC(C)(C)NCC(O)CON=C1c2ccccc2-c2ccccc21 (stereo not given)
(8) O=C(CN1CCN(S(=O)(=O)c2ccccc2C(F)(F)F)CC1)NCc1cccs1
(9) Cc1nn(C)c(C)c1CNC(=O)Nc1cccc(Cl)c1C
(10) CCOc1ccc(NS(=O)(=O)c2cccc(C(=O)N(C)Cc3ccco3)c2)cc1
screen / no.	1	2	3	4	5	6	7	8	9	10
hgDAF12 agonist	0.2	3.8	0.4	-0.2	-1.9	0.4	-3.2	2.3	0.6	1.2
hcDAF12 agonist	-2.2	0.8	0.1	0.1	-2.1	3.2	-1.1	-2.0	1.6	-0.5
DAX1 inh-1	-1.3	0.4	0.5	0.4	-0.3	0.6	0.6	-0.3	0.8	-1.6
ssDAF12 agonist	-1.4	-1.0	-1.2	-0.9	-1.4	-1.1	-1.8	-1.5	-1.5	-1.5
ADAM10 inh	-10	-13	-13	-8	-4	-20	-7	-4	0	-9
sPLA2-III inh	-1	2	-5	4	13	3	2	-10	-7	-13
PLC-gamma1 inh	0	-2	-3	3	-1	-120	-3	1	1	-2
FXN GAA850 act	0.1	-0.1	1.0	1.0	0.2	1.8	-0.9	0.1	4.4	-1.3
ADAM17 inh	-5	-4	-6	-5	4	-8	-2	-1	1	-3
PLCb3 inh	2	1	-8	2	-5	-117	-11	-6	1	-5
DAX1 inh-2	.	-0.6	0.0	0.9	3.3	0.1	5.4*	-0.9	1.0	-1.1

Three compounds from above, limited to hcDAF12 agonist, hgDAF12 agonist and DAX1 inh-1:
item	mol	hcDAF12 agonist	hgDAF12 agonist	DAX1 inh-1
2	CC(C)C[C@@H](CN)NC(=O)c1nc[nH]c1C(=O)N[C@@H](CC(=O)O)C(=O)CNC[C@H](C)NC(=O)c1nc[nH]c1C(=O)N[C@@H](CC(=O)O)C(=O)O	0.8	3.8	0.4
3	COc1ccc(-n2c(C)c(C(=O)O)c3cc(OC)c4ccccc4c32)cc1	0.1	0.4	0.5
4	NC(=O)C1CCN(C(=O)COc2ccc3ccccc3c2)CC1	0.1	-0.2	0.4

Returning to the listing with the 2 entries that preceded the break.
(9) Cc1nn(C)c(C)c1CNC(=O)Nc1cccc(Cl)c1C
(10) CCOc1ccc(NS(=O)(=O)c2cccc(C(=O)N(C)Cc3ccco3)c2)cc1
(11) COc1cc(O)c(/C=N/NC(=O)c2ccncc2)c(OC)c1[N+](=O)[O-]
(12) COc1cc2c(C(=O)OCCN(C)C)c(CSc3ccccc3)n(C)c2cc1Br
(13) CC1CCN(c2cc(=O)n(C3CCCCC3)c(=O)[nH]2)CC1
(14) Cc1cc(C)nc(N2CCN(c3nc(-c4ccccc4)nc4c3oc3ccccc34)CC2)n1
(15) O=C(NC1CCCCC1)C(c1c(F)cccc1Cl)N(C(=O)c1csnn1)C1CC1 (stereo not given)
(16) O=C(Nc1ccc(Cc2ccncc2)cc1)c1ccc(Br)o1
(17) C/C=C/c1ccc(OCCCCN2CCN(CC)CC2)c(OC)c1
(18) CCOc1ccc(-n2c(SCC(=O)Nc3ccc(S(=O)(=O)Nc4cc(C)nc(C)n4)cc3)nnc2-c2ccncc2)cc1
(19) Cc1cccnc1NC(=O)Nc1ccccc1
(20) COc1ccccc1-c1cc2ccccc2[nH]1
screen / no.	9	10	11	12	13	14	15	16	17	18	19	20
hgDAF12 agonist	0.6	1.2	-4.0	1.5	6.9	-0.9	-0.9	0.9	0.0	-0.2	4.8	8.8
hcDAF12 agonist	1.6	-0.5	-0.2	-0.7	0.1	1.8	-0.4	-1.5	-0.3	1.8	1.9	4.4
DAX1 inh-1	0.8	-1.6	-0.2	-0.6	0.7	0.3	-0.3	-1.2	0.4	1.0	1.1	0.9
ssDAF12 agonist	-1.5	-1.5	-1.5	-1.2	-0.8	-1.3	-0.3	-1.1	-1.9	-1.0	-0.5	0.2
ADAM10 inh	0	-9	-2	4	-9	-4	-1	-5	-12	-7	-5	-386
sPLA2-III inh	-7	-13	4	-8	10	-2	0	-1	-5	-3	-2	2
PLC-gamma1 inh	1	-2	1	2	5	1	0	-1	0	-3	0	-65
FXN GAA850 act	4.4	-1.3	-0.6	2.0	1.2	1.2	-0.3	0.9	-1.2	.	3.9	4.0
ADAM17 inh	1	-3	-5	1	-3	-4	-1	-4	-5	-3	-5	-92
PLCb3 inh	1	-5	-4	0	-3	-5	-4	-1	-8	-1	0	-78
DAX1 inh-2	1.0	-1.1	3.2	-0.5	0.5	-1.0	0.6	-1.3	1.7	.	3.6	1.5

(21) COc1ccc(OC)c(CCNC(=O)CC2Oc3ccccc3NC2=O)c1 (stereo not given)
(22) COc1ccc(OC)c2c(C)cc(C)nc12
(23) CCc1[nH]nc2c1C1(C(=O)N(Cc3ccccc3)c3ccccc31)C(C#N)=C(N)O2 (stereo not given)
(24) Cc1cc(C)c(N=Cc2c(O)c3ccccc3oc2=O)c(C)c1
(25) O=C1NC[C@H](CCCCN2C[C@H](Cc3ccccc3)N(CCC3CCCCC3)C(=O)C2=O)N(CCc2ccc(O)cc2)C1=O
(26) CCOC(=O)CSc1nc(Cc2ccccc2)nc2ccccc12
(27) CC(=O)Nc1ccc(NC(=O)CSc2nc3[nH]ncc3c(=O)n2-c2ccccc2)cc1
(28) O=C(c1ccc(Cl)cc1)N1CCN(c2ccccn2)CC1
(29) N=c1c(C(=O)NCC2CCCO2)cc2c(=O)n3ccccc3nc2n1C1CCCCC1 (stereo not given)
(30) COc1ccc(NC(=S)NCCc2ccccc2OC)c(OC)c1
screen / no.	21	22	23	24	25	26	27	28	29	30
hgDAF12 agonist	-1.4	-1.1	-2.5	-1.9	-1.2	-0.9	2.7	1.5	1.5	3.1
hcDAF12 agonist	1.5	-2.2	-1.8	0.2	-0.9	-2.7	-1.7	-2.7	0.1	-2.5
DAX1 inh-1	-0.2	-0.1	0.7	-0.1	-0.6	-0.4	0.1	.	0.0	0.6
ssDAF12 agonist	-1.0	-0.3	-1.9	-1.0	-1.0	-0.9	-0.7	-2.0	-1.2	-1.9
ADAM10 inh	-8	0	4	-1	-17	-1	-4	-9	i	8
sPLA2-III inh	9	3	-16	-1	-10	-9	0	-2	-4	14
PLC-gamma1 inh	-6	-17	4	3	2	-1	1	-1	-231	7
FXN GAA850 act	0.1	2.1	-1.6	0.7	.	4.1	1.3	.	0.7	2.6
ADAM17 inh	-4	1	3	-2	4	2	-3	-5	i	0
PLCb3 inh	-1	-18	1	-4	1	1	-9	0	-391	2
DAX1 inh-2	1.6	0.9	-0.3	2.0	.	4.3*	-0.2	.	0.2	3.9

Looked up by structure from above:
(21) COc1ccc(OC)c(CCNC(=O)CC2Oc3ccccc3NC2=O)c1 (stereo not given)
(27) CC(=O)Nc1ccc(NC(=O)CSc2nc3[nH]ncc3c(=O)n2-c2ccccc2)cc1
(29) N=c1c(C(=O)NCC2CCCO2)cc2c(=O)n3ccccc3nc2n1C1CCCCC1 (stereo not given)
screen / no.	21	27	29
hgDAF12 agonist	-1.4	2.7	1.5
hcDAF12 agonist	1.5	-1.7	0.1
DAX1 inh-1	-0.2	0.1	0.0
ssDAF12 agonist	-1.0	-0.7	-1.2
ADAM10 inh	-8	-4	i
sPLA2-III inh	9	0	-4
PLC-gamma1 inh	-6	1	-231
FXN GAA850 act	0.1	1.3	0.7
ADAM17 inh	-4	-3	i
PLCb3 inh	-1	-9	-391
DAX1 inh-2	1.6	-0.2	0.2

(further entries)
(31) O=C1[C@H]2[C@H](C=CC[C@H]2C(=O)N2CCOCC2)CCN1Cc1ccccc1
(32) COC(=O)c1cnn(-c2ccc(F)cc2F)c1/C=N/NC(=S)Nc1ccccc1
(33) NS(=O)(=O)c1ccc(CNC(=O)c2cc(-c3ccccn3)nc3ccc(Cl)cc23)cc1
(34) CCOc1ccc(NS(=O)(=O)c2ccc(C(=O)NCC(c3ccc(OC)cc3)N3CCOCC3)cc2)cc1 (stereo not given)
(35) CC(C)C(NC(=O)c1cccs1)c1nnc(SCC(=O)Nc2nccs2)n1C (stereo not given)
(36) CC(C)(C)C(=O)OCc1nc(-c2ccc(O)c(O)c2)cs1
(37) O=C(c1cc(COc2ccc(F)c(F)c2)on1)N1CCN(C/C=C/c2ccccc2)CC1
(38) O=C(c1cnn2c(C(F)(F)F)cc(-c3ccccc3)nc12)N1CCCc2ccccc21
(39) CC1CCCN(C(=O)c2ccc3c(=O)n4nc(Nc5ccccc5)sc4nc3c2)C1 (stereo not given)
(40) Cc1nc(NC(=O)CN2CCOCC2)sc1-c1ccccc1
(41) O=C(COC(=O)C(c1ccccc1)c1ccccc1)NCc1ccco1
(42) Cc1cccc(CCNC(=O)c2cc(S(=O)(=O)N3CCCCC3)c[nH]2)c1
(43) COC(=O)c1ccc(NC(=O)C(=O)N2CCN(C(=S)Nc3ccc(OC)cc3)CC2)cc1
screen / no.	31	32	33	34	35	36	37	38	39	40	41	42	43
hgDAF12 agonist	0.0	-3.0	-0.8	0.4	1.1	-0.6	0.9	-0.9	1.8	7.9	2.2	0.2	-4.4
hcDAF12 agonist	-1.8	-3.1	2.2	-1.1	0.2	1.0	3.1	1.3	-0.6	0.1	-3.1	-0.8	-0.1
DAX1 inh-1	-0.6	.	-0.3	0.8	-0.8	0.1	-1.2	0.4	-0.1	-0.1	-0.8	-1.3	-1.7
ssDAF12 agonist	-1.2	-2.5	-0.1	-0.7	-1.1	-1.6	-0.8	-1.1	-1.4	-0.6	-1.6	-1.7	-1.4
ADAM10 inh	9	7	3	4	1	5	6	-8	-10	-2	4	-4	3
sPLA2-III inh	3	22*	-4	-20	-2	-21	-21	0	6	-8	-16	-3	0
PLC-gamma1 inh	-1	7	-10	-2	0	-2	-2	-6	-5	0	0	-16	3
FXN GAA850 act	-1.1	.	4.8	2.5	-0.5	6.9	-1.1	-0.8	-3.1	2.6	0.4	-1.5	3.0
ADAM17 inh	-1	8	-2	1	-1	-6	4	-4	-7	-1	-1	0	3
PLCb3 inh	5	2	-12	3	4	-3	-6	-6	-4	-1	2	-5	3
DAX1 inh-2	-0.1	.	-1.2	3.2	0.8	.	-0.6	2.4	-1.6	1.1	-1.1	0.9	-1.3
